Screening results: PubChem BioAssay, several laboratories
SUMO1-SIM PPI – modulators of human SUMO1-mediated protein-protein interactions; SUMO1 binding to a labelled peptide, TR-FRET, 1 h; inhibition, % at 20 µM; actives 0.33% (n = 360,000); in the data active means inhibition above about 37%
STEP block – STEP (human) phosphatase inhibition; inhibition, % at 20 µM; actives 0.25% (n = 360,000); recombinant STEP, OMFP fluorogenic substrate, fluorescence;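 active means inhibition at 20 µM, scaled per plate between control wells, above about 37%, limit read from the data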;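 further: 0% = DMSO with enzyme and substrate and 100% = substrate only without enzyme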
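System: isolated STEP enzyme; schedule: 20 min enzyme reaction at room temperature, protected from light; medium: Bis-Tris buffer pH 6.0, 2.5 mM DTT, 0.005% Tween 20; signal: fluorescence, 480/540 nm; dosing: single compound dose of 20 µM, 1% DMSO final; also added: OMFP substrate, 25 µM final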
Scp1 inh – Scp-1 (human) phosphatase inhibition; Q9GZU7; Recombinant Scp1, phosphopeptide, malachite green phosphate absorbance; inhibition, % at 20 µM; actives 0.88% (n = 340,000); AID 493091;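 active means inhibition above about 50% at 20 µM, limit read from the data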;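 further: plate controls were DMSO wells with enzyme for no effect and wells lacking enzyme for full effect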
Target sequence (Q9GZU7 76-261 limits assumed): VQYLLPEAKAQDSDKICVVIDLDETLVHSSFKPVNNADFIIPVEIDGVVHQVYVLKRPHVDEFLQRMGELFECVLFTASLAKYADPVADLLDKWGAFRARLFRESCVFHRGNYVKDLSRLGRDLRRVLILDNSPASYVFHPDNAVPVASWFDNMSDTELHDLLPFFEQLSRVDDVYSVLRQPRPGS
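Incubation: 45 min enzyme reaction at room temperature / System: truncated SCP-1 phosphatase (76-261aa) / Reagent: Phospho 17-mer peptide substrate / Buffer or medium: Acidic Tris acetate buffer with magnesium and detergent / Signal: absorbance at 630 nm / Doses: one concentration, 20 µM, with 1.0% DMSO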
PABP1 MLLE inh – blocks PAM2 peptide binding to the PABP1 MLLE domain; actives 0.36% (n = 360,000); inhibition, % at 20 µM; P11940; GST-MLLE / FITC-PAM2 fluorescence polarization; AID 588489; in the data active means inhibition above about 35%, passing the limit was not always enough;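 further: plate controls were DMSO wells with GST-MLLE for no effect and wells lacking GST-MLLE protein for full effect; some results filed as inactive read as strong as hits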
NadD block – NadD (S. aureus) enzyme inhibition; purified NadD enzyme, colorimetric absorbance read-out; inhibition, % at 20 µM; actives 0.78% (n = 360,000); AID 602399; in the data active means inhibition above about 26%; further: some compounds past the cut are filed as inactive
CSN deneddyl inh – CSN deneddylation inhibition | Q92905 | Purified CSN, SCF-Nedd8-OG deneddylation, fluorescence polarization | inhibition, % at 12.5 µM | actives 0.38% (n = 360,000);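 active means pattern-corrected inhibition above about 35%, with an unprinted fluorescence ratio check between 0.5 and 1.5, limit read from the data, passing the limit was not always enough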;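 further: 0% = enzyme with substrate and 100% = substrate without enzyme; some results filed as inactive read as strong as hits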
Target sequence (Q92905 whole entry, looked up, one chain of several): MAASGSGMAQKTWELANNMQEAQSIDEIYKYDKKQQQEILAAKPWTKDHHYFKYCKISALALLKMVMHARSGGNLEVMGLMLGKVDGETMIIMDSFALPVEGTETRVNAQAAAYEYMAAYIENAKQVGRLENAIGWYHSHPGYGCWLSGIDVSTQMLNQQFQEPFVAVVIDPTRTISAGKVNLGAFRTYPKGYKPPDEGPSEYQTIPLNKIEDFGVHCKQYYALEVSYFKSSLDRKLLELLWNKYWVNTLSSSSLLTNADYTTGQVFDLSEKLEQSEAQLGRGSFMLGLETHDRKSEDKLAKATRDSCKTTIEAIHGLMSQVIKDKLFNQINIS
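Test system: purified human Csn5 enzyme expressed in HEK293T cells. Amount: 0.24 nM enzyme. Reagent: SCFSkp2-Nedd8OG substrate at 10 nM final. Schedule: 90 min incubation of compound, enzyme and substrate at room temperature. Detection: fluorescence polarization. Read-out: % inhibition of substrate cleavage by Csn5.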
Tb MetRS inh – Trypanosoma brucei MetRS inhibition | purified T. brucei MetRS, ATP depletion, Kinase-Glo luminescence | inhibition, % at 11.9 µM | actives 0.4% (n = 360,000) | AID 624268;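 active means inhibition above a per-plate cutoff of the control wells' mean inhibition plus 3 SD, cut at about 5.5% in these data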;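 further: 0% = DMSO wells median and 100% = median of wells with control inhibitor compound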
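Assay system: T. brucei methionyl-tRNA synthetase, purified | Medium: HEPES buffer with MgCl2, KCl, DTT, spermine, BSA, pyrophosphatase | Compound: 11.9 µM single point | Incubation: 15 min enzyme-compound preincubation, 2 h reaction, 10 min detection, 25 °C | Measured by: Kinase-Glo luciferase luminescence reporting remaining unconsumed ATP | Measure: % inhibition normalized to control-well medians | Replication: Singlicate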
DNMT1 block – DNMT1 (human) enzyme inhibition; actives 0.83% (n = 360,000); DNMT1 molecular beacon, Hinp1I cleavage, fluorescence; inhibition (reported as % activation of signal), % at 10 µM; P26358; in the data active means inhibition above about 50%
LMPTP inh – blocks human LMPTP phosphatase. P24666. recombinant LMPTP-A, OMFP fluorogenic substrate, fluorescence intensity. inhibition, % at 20 µM. actives 0.22% (n = 360,000). AID 651560;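 active means compounds that cut the enzyme signal by at least half of the control window in the single-dose screen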;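 further: plate controls were DMSO wells with enzyme plus substrate for no effect and substrate without enzyme for full effect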
Target sequence (P24666 whole entry, looked up): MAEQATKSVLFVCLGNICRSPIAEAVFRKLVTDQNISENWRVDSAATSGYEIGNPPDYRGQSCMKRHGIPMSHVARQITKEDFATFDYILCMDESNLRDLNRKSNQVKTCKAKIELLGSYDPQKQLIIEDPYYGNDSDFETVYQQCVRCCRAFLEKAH
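Test system – LMPTP-A enzyme · Amount – LMPTP-A at 0.625 nM final in the reaction · Buffer or medium – Bis-Tris pH 6.0, DTT, detergent · Reagent – OMFP 400 µM · Doses – single 20 µM dose · Schedule – reaction 50 min, room temperature, dark · Detection – fluorescence intensity of OMFP turnover product · Evaluation – percent inhibition versus substrate-only and uninhibited controls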
Rpn11 inh – Rpn11 (human) deubiquitinase inhibition. O00487. human 26S proteasome, Ub4-pepOG fluorescence polarization; 20S core pre-blocked with epoxomicin. calls only at 20 µM. actives 0.59% (n = 360,000). AID 588493;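 active means inhibition at 20 µM, scaled to each plate's controls, above about 33%, limit read from the data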
Target sequence (O00487 whole entry, looked up): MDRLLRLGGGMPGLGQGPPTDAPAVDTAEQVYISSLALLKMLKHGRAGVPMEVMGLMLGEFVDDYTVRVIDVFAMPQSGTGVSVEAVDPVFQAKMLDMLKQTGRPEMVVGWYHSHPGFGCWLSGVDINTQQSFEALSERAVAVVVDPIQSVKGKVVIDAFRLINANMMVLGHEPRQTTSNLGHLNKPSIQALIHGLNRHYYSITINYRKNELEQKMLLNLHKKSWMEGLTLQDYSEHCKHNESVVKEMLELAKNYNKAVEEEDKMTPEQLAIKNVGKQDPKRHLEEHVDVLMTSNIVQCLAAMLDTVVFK
Active calls of the source: *; i = inactive; · = no result given. Rows were taken by chance. About 3.6% of those tested had a hit in this group.

SMILES	SUMO1-SIM PPI	STEP block	Scp1 inh	PABP1 MLLE inh	NadD block	CSN deneddyl inh	Tb MetRS inh	DNMT1 block	LMPTP inh	Rpn11 inh
CC(=O)Nc1c2c(nn1-c1ccc(C)cc1)CSC2	7	-2	-1	20	4	7	-0.8	1	0.1	i
COc1ccc2c(c1)c(C(C)=O)c(C)n2CCc1ccccc1	1	2	6	4	-11	-4	-0.5	1	0.9	i
COC(=O)c1c(NC(=O)Cc2ccccc2)sc2c1CC(C)(C)NC2(C)C	1	51*	0	-67	-7	-2	0.5	1	-0.5	i
Cc1ccc(S(=O)(=O)/N=C(/Nc2nc(C)cc(C)n2)N2CCOCC2)cc1	-1	-28	-9	-9	-2	-1	-1.3	0	1.3	i
Cn1c(=O)c2cc(NC(=O)NCc3ccc(F)cc3)ccc2n1C/C=C/c1ccccc1	4	-1	·	-1	-4	2	0.0	-9	1.9	i
COc1ccc(-c2ccc(-c3noc(C(C)C)n3)c(OC)n2)cc1	-11	1	-4	-22	-12	-2	-0.6	-3	3.6	i
Fc1cccc(Cc2c(C3CCCCC3)nc3c4ccccc4ccn23)c1	4	·	·	·	15	3	-1.0	·	6.0	·
O=C(NCCCCNC(=O)c1cccnc1)c1cccnc1	-5	0	-7	1	-4	1	-1.0	-2	-2.4	i
COc1cccc(N(CC(=O)NCC2CCCO2)C(=O)CCC(=O)Nc2nccs2)c1 (stereo not drawn)	0	-1	-5	3	-3	-5	-0.7	7	-0.1	i
COc1ccccc1NS(=O)(=O)c1ccc(C(=O)N2CCN(c3ccccn3)CC2)cc1	-2	0	-7	6	-2	1	-0.4	0	-1.6	i
CN1C(=O)N(CC(=O)NCc2ccc(Cl)cc2Cl)C(=O)C12CCCCC2	-2	0	-2	-39	-5	4	0.5	5	-0.3	i
CC(=O)Nc1ccc(S(=O)(=O)N2CCC(C(=O)NCc3cccnc3)CC2)cc1	2	-3	-3	0	-3	-1	0.4	1	-1.4	i
O=C(Cc1ccc([N+](=O)[O-])cc1)Nc1cccc(C(F)(F)F)c1	-11	-1	-4	12	-2	3	0.6	1	0.2	i
Cc1ccc(NC(=O)CCC(=O)OCC(=O)c2ccc(Oc3ccc([N+](=O)[O-])cc3)cc2)cc1	-12	1	-10	0	5	2	-0.3	-3	0.6	i
O=[N+]([O-])c1ccc(/C=N/NS(=O)(=O)c2ccc(Cl)cc2)o1	-11	-4	9	34	5	4	-1.4	2	-0.7	i
CC(=O)Nc1sc(N/N=C\c2ccco2)nc1-c1cccs1	-15	-2	-27	-45	11	0	-0.8	-11	-0.3	i
O=C(NCCCCO)c1ccc2c3c(cccc13)CC2	-4	1	-6	-3	-3	0	-0.7	-2	-2.5	i
O=C(CCn1ccnc1)Nc1ccc2ccccc2c1	-2	2	-1	-21	-5	-2	0.5	-1	-0.6	i
C=CCNC(=S)NNc1nc(N2CCCC2)nc(N2CCCC2)n1	3	0	1	-107	1	0	-0.8	-1	0.9	i
Cc1ccc(COc2ccc(/C=N/O)cc2)cc1	-2	1	-5	8	2	-11	-0.3	-5	-0.4	i
CN(C)CCn1c2c(c(SCC(=O)Nc3nccs3)nc1=O)CCCC2	1	0	-4	1	-3	0	-0.1	0	-0.5	i
C[C@H](CO)N1C[C@H](C)[C@H](CN(C)S(=O)(=O)c2ccc(Oc3ccccc3)nc2)OCc2cnnn2CCCC1=O	4	1	·	0	-1	0	0.1	6	-3.5	i
CCC(CC)C(=O)NCCc1ccc(F)cc1	0	-5	-5	-2	2	-1	-0.3	4	0.1	i
CCOc1ccc(NC(=O)CN(C)C(=O)CCCNC(=O)c2ccc(Cl)cc2)cc1OCC	4	0	·	-21	2	-4	-0.2	2	-1.1	i
COc1ccc2c(c1)CCCC21NC(=O)N(CC(=O)N2CC(C)OC(C)C2)C1=O (stereo not drawn)	-16	-1	0	-4	1	2	-0.7	1	-0.1	i

Compound profiles, as listed above.
Record of `CC(=O)Nc1c2c(nn1-c1ccc(C)cc1)CSC2` → SUMO1-SIM PPI: 7; STEP block: -2; Scp1 inh: -1; PABP1 MLLE inh: 20; NadD block: 4; CSN deneddyl inh: 7; Tb MetRS inh: -0.8; DNMT1 block: 1; LMPTP inh: 0.1; Rpn11 inh: i
Record of `O=C(NCCCCNC(=O)c1cccnc1)c1cccnc1` → SUMO1-SIM PPI: -5; STEP block: 0; Scp1 inh: -7; PABP1 MLLE inh: 1; NadD block: -4; CSN deneddyl inh: 1; Tb MetRS inh: -1.0; DNMT1 block: -2; LMPTP inh: -2.4; Rpn11 inh: i

(next part)
SMILES	SUMO1-SIM PPI	STEP block	Scp1 inh	PABP1 MLLE inh	NadD block	CSN deneddyl inh	Tb MetRS inh	DNMT1 block	LMPTP inh	Rpn11 inh
COc1ccccc1NC(=O)CSC1CC(=O)N(c2ccc3c(c2)OCO3)C1=O (stereo not drawn)	5	1	-6	37	-2	-5	1.4	-5	-0.3	i
OCC1OC(n2ccc3c2ncn2ncnc32)C(O)C1O (stereo not drawn)	2	1	·	16	2	4	0.0	9	0.4	i
FC(F)(F)c1ccnc(Oc2ccc(C3=NCCS3)cc2)c1	2	-2	-4	9	-3	5	0.4	-3	2.0	i
CCC(C)(C)n1nnnc1C(C(C)C)N1CCN(C)CC1 (stereo not drawn)	-1	-2	-9	3	1	3	-0.3	-1	-0.8	i
Cc1ccc(S(=O)(=O)c2ccc(Cl)cc2)cc1S(=O)(=O)N1CCN(C)CC1	4	1	-6	10	-8	-2	-0.1	-2	-0.7	i
Cc1ccc(C(=O)OCC(=O)c2ccc(CC(=O)N3CCOCC3)s2)c(C)c1	-3	6	72*	-25	5	17	-0.2	55*	10	i
CC1CCN(S(=O)(=O)c2cn(CC(=O)Nc3ccc(C#N)cc3)cn2)CC1	7	1	-11	-5	-2	2	0.1	-3	0.1	i
CC(=O)Nc1ccc2c(c1)-c1ccc(F)cc1C2	-11	1	-8	-3	-8	1	-0.3	-5	0.3	i
COc1ccc(-c2c(C(=O)c3ccccc3)[nH]c(N)c2C(=O)NCc2ccccc2)cc1OC	-11	·	·	·	4	-3	-1.2	·	1.0	·
CCOC(=O)C1CCN(S(=O)(=O)c2ccc3c(c2)CC(=O)N3)CC1	-2	1	-1	4	4	3	0.1	-2	-0.8	i
CC1Cn2c(nc3sc4c(c3c2=O)CCC4)N1CCO (stereo not drawn)	0	1	-8	26	0	3	-0.3	-1	-0.4	i
COc1ccccc1OCC(=O)NCCCN1CCOCC1	-1	1	-1	5	0	-4	-0.1	-1	-2.6	i
O=C(CN1C(=O)CSc2ccc(C(F)(F)F)cc21)Nc1ccccc1	0	1	-10	6	-9	3	0.6	1	1.3	i
O=S(=O)(c1cccs1)N1CCc2ccccc2C1	1	4	-10	7	-5	4	-0.6	0	1.3	i
COc1ccc(OC)c(N(CC(=O)NC2CC3CCC2C3)S(=O)(=O)c2ccccc2)c1 (stereo not drawn)	6	-1	-7	14	-2	3	-0.1	3	0.5	i
Cc1cccc(N(C(=O)CCC(=O)Nc2nccs2)C(C(=O)NC(C)(C)C)c2ccc(O)cc2)c1 (stereo not drawn)	4	-2	-9	5	-4	0	-0.4	-4	0.0	i
OC(COCc1ccccc1)CN1CCc2ccccc2C1 (stereo not drawn)	0	2	-1	-1	-7	-10	0.0	-3	-0.6	i
CNc1c(NS(=O)(=O)c2ccc(OC)cc2)c(=O)oc2ccccc12	-2	-2	-4	-1	-4	1	-0.7	0	0.0	i
COc1ccc(Cc2nnc(NC(=O)Nc3ccccc3OC)s2)cc1	-5	2	-9	-6	-2	2	-0.8	2	0.0	i
CCn1c(SCc2ccc(C(=O)OC)o2)nc2sc3c(c2c1=O)CCCC3	4	0	-12	-20	7	5	-0.1	0	4.4	i
O=S(=O)(c1ccc(F)cc1)n1ccc(-c2cccc(OCc3ccc(Cl)cc3Cl)c2)n1	2	5	-11	-4	-8	-3	0.1	2	2.9	i
CC(C)C(=O)N1CCN(c2ccccc2NC(=O)c2cccc(Cl)c2)CC1	-1	-4	-7	9	10	0	-0.3	1	0.0	i
COc1ccc(C(=O)NC(C)CCc2ccccc2)cc1[N+](=O)[O-] (stereo not drawn)	-8	-3	-10	-3	-11	-1	-0.2	-4	0.2	i

Compounds listed so far that contain fluorine, in the order listed:
SMILES	SUMO1-SIM PPI	STEP block	Scp1 inh	PABP1 MLLE inh	NadD block	CSN deneddyl inh	Tb MetRS inh	DNMT1 block	LMPTP inh	Rpn11 inh
Cn1c(=O)c2cc(NC(=O)NCc3ccc(F)cc3)ccc2n1C/C=C/c1ccccc1	4	-1	·	-1	-4	2	0.0	-9	1.9	i
Fc1cccc(Cc2c(C3CCCCC3)nc3c4ccccc4ccn23)c1	4	·	·	·	15	3	-1.0	·	6.0	·
O=C(Cc1ccc([N+](=O)[O-])cc1)Nc1cccc(C(F)(F)F)c1	-11	-1	-4	12	-2	3	0.6	1	0.2	i
CCC(CC)C(=O)NCCc1ccc(F)cc1	0	-5	-5	-2	2	-1	-0.3	4	0.1	i
FC(F)(F)c1ccnc(Oc2ccc(C3=NCCS3)cc2)c1	2	-2	-4	9	-3	5	0.4	-3	2.0	i
CC(=O)Nc1ccc2c(c1)-c1ccc(F)cc1C2	-11	1	-8	-3	-8	1	-0.3	-5	0.3	i
O=C(CN1C(=O)CSc2ccc(C(F)(F)F)cc21)Nc1ccccc1	0	1	-10	6	-9	3	0.6	1	1.3	i
O=S(=O)(c1ccc(F)cc1)n1ccc(-c2cccc(OCc3ccc(Cl)cc3Cl)c2)n1	2	5	-11	-4	-8	-3	0.1	2	2.9	i
